M1 PAM parental = counter-screen for M1 PAMs: effect in parental CHO-K1 cells; AID 602247; ATP EC20, Fluo-8 calcium fluorescence; 0% at ATP EC20, 100% at ATP max; activation, % at 3 µM; actives 0.02% (n = 360,000);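 active means activation above the run cutoff, the mean activation of all test compounds plus 3 SD, cut at about 40% in these data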;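 further: peak over basal fluorescence ratio in a 140 s read after ATP addition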
V1R ag counter = counter-screen for oxytocin receptor agonists: human V1a receptor agonists; AID 2797; CHO-V1R cells, Fluo-8 calcium fluorescence, agonist mode; 0% DMSO, 100% 3 nM vasopressin; actives 0.25% (n = 320,000); P37288; activation, % at 3 µM;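 active means activation above the mean activation of all tested compounds plus 3 SD, per screening run, cut at about 20% in these data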;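 further: signal is peak over basal fluorescence ratio across a 100 second FLIPR read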
Target sequence (P37288 whole entry, looked up): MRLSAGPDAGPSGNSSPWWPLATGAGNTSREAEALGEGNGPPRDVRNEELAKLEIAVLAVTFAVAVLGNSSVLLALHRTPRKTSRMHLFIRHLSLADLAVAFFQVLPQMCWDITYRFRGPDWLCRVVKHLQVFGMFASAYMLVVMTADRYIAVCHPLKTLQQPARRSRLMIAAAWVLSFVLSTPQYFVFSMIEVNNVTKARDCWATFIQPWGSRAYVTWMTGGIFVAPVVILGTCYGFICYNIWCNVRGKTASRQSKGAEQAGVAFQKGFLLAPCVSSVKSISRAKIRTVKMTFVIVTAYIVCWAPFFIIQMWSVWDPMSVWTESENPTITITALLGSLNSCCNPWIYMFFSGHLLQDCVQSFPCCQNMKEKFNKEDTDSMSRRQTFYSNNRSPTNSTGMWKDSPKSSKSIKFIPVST
CHRM1 agonist = agonists of human M1 muscarinic receptor; P11229; CHO-K1 hM1, Fluo-8 calcium fluorescence, agonist mode; 0% DMSO, 100% acetylcholine EC100; activation, % at 3 µM; actives 0.33% (n = 360,000);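 active means activation above the run's mean compound activation plus 3 SD, cut at about 16% in these data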;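 further: peak over basal fluorescence ratio within a 140 s kinetic read after compound addition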
TAAR1 ag = agonists of human TAAR1; CHO RD-HGA16 TAAR1, Fluo-8 calcium fluorescence; vehicle wells 0%, saturating PEA agonist 100%; activation, % at 3 µM; actives 0.99% (n = 360,000); Q96RJ0;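 active means activation above the mean activation of all test compounds in the run plus 3 SD, cut at about 38% in these data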
Target sequence (Q96RJ0 whole entry, looked up): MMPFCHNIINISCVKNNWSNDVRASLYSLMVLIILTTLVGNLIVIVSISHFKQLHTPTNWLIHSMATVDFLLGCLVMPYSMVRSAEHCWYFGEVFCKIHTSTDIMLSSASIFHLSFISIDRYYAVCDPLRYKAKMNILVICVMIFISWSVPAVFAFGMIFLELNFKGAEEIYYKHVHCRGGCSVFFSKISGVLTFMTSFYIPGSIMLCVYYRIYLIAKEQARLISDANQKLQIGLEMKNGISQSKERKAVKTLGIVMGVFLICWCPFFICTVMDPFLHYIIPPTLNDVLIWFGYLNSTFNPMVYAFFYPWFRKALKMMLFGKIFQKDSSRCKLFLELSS
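Test system: RD-HGA16 (CHO) cells co-expressing Gα16 and hTAAR1 / Benchmarks: DMSO vehicle as 0%, PEA at EC100 as 100% / Repeats: no replicates (n 1) / Measure: % activation from peak over basal fluorescence ratio, DMSO-to-PEA scaled / Timing: 17-24 h plating, Fluo-8 75 min 37 °C, 30 min RT / Technique: kinetic Fluo-8 calcium fluorescence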
M1 ag parental = counter-screen for M1 agonists: effect in parental CHO-K1 cells; Fluo-8 calcium fluorescence; scaled to maximal ATP response, vehicle zero; activation, % at 3 µM; actives 0.48% (n = 360,000); AID 602248; in the data active means activation above about 15%;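 further: untransfected CHO-K1 host cells lacking M1 receptor as counterscreen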
OXTR potentiate = human OXTR potentiation; CHO-OTR cells, Fluo-8 calcium fluorescence, potentiator mode; 0% = oxytocin EC15, 100% = EC100; AID 2445; activation, % at 3 µM; actives 0.061% (n = 320,000);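 active means activation above that plate's cutoff, the mean activation of tested compounds plus 3 SD, cut at about 6.6% in these data, passing the limit was not always enough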;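 further: 100% uses oxytocin at 75 nM as the full agonist control; some results filed as inactive read as strong as hits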
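Replication – single well per compound, singlicate · Assay system – CHO cell line stably expressing human OTR · Timing – 6 min pre-incubation, 100 s read · Measure – normalized max/min fluorescence ratio, % activation · Doses – 3.0 µM, one dose · Detection – Fluo-8 calcium dye fluorescence · Probe or stimulus – oxytocin near EC15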
CHO-K1 Ca antag = nonselective inhibitor or artifact in parental CHO-K1 cells; inhibition, % at 3 µM; ATP-induced calcium, Fluo-8 fluorescence; AID 602250; actives 0.6% (n = 360,000);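 active means inhibition above a per-plate cutoff, the plate's mean sample inhibition plus 3 SD, cut at about 24% in these data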;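 further: 0% = DMSO plus EC80 ATP and 100% = DMSO alone without ATP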
CHO parental Ca = counter-screen for OX1R antagonists: effect in parental CHO cells; parental CHO-K1, ATP-induced calcium, Fluo-8 fluorescence; inhibition, % at 5.6 µM; actives 0.63% (n = 330,000); AID 463079;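 active means inhibition above that plate's mean sample inhibition plus 3 SD, cut at about 26% in these data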;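 further: 0% = ATP-challenged DMSO wells and 100% = DMSO wells without ATP; some compounds past the cut are filed as inactive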
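material = parental CHO cells | also added = ATP as calcium-mobilizing challenge | dosing = single point at 5.6 µM | detection = intracellular calcium via Fluo-8 no-wash fluorescent dye | read-out = % inhibition | benchmarks = low control ATP plus DMSO, high control DMSO only | repeats = one well per compound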
TAAR1 antag = antagonists of human TAAR1; AID 624466; CHO RD-HGA16 TAAR1, Fluo-8 calcium fluorescence, antagonist; inhibition, % at 3 µM; Q96RJ0; actives 1.5% (n = 360,000);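 active means inhibition above a per-plate cutoff, the mean inhibition of test compounds on that plate plus 3 SD, cut at about 49% in these data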;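 further: 0% = DMSO plus EC80 beta-PEA response and 100% = DMSO alone without agonist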
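System: RD-HGA16 CHO cells with stable hTAAR1 and Gα16 | Probe or stimulus: EC80 β-phenethylamine stimulus | Dosing: 3 µM, single point | Times: Dye loading 75 min at 37 °C, then 30 min room temperature | Measured by: Fluo-8 calcium-sensitive fluorescence | Read-out basis: % inhibition of agonist calcium response | Replicates: n of 1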
The depositor's hits bear a star; / = not tested or not shown.

mol	M1 PAM parental	V1R ag counter	CHRM1 agonist	TAAR1 ag	M1 ag parental	OXTR potentiate	CHO-K1 Ca antag	CHO parental Ca	TAAR1 antag
COC(=O)Cn1c(=NC(=O)c2ccc(Cl)s2)sc2cc(F)ccc21	-0.9	0.0	-1.8	3.6	0.1	-3.8	10.6	4.2	-3.1
CCCCc1n[nH]c2c1/C(=N/OCC)CC(C)(C)C2	21.7	0.1	-3.7	18.1	6.5	-4.2	-15.2	-6.0	-11.7
C=CCSc1nnc(NC(=O)c2cccc(S(=O)(=O)N3CCOCC3)c2)s1	5.7	0.9	-0.1	4.2	0.3	-0.2	-16.3	-9.3	-7.4
C[C@H](NC(=O)[C@@H]1CSC2c3ccccc3C(=O)N21)C(=O)NC1CCCCC1 (some centres not stated)	10.1	0.9	-1.7	-0.4	0.3	-4.3	-6.4	-7.6	-32.7
O=C(O)/C=C/c1cccc(NC(=O)c2ccccc2)c1	0.7	0.1	-2.6	0.3	1.0	-2.5	-18.1	3.6	-10.1
COc1cccc(CN2CC(C(=O)NCCOc3ccccc3)CCC2=O)c1 (configuration not stated)	1.7	0.8	-2.8	-0.5	0.5	-12.9	19.9	-14.1	-8.9
CCOC(=O)C1CCN(C(=O)CSc2ccccc2)CC1	6.6	0.9	-2.5	1.5	0.3	-7.9	-5.6	-2.5	11.3
COc1ccccc1N1CCN(Cc2nc(N)nc(Nc3ccccc3)n2)CC1	1.8	1.2	-1.2	12.3	3.3	-11.8	-4.6	-25.7	8.3
c1ccc(-n2ncc3c(N4CCCCC4)ncnc32)cc1	-2.8	-0.1	0.5	0.5	0.7	-4.4	-3.8	-11.7	18.7
CCN(CC)S(=O)(=O)c1ccc2c(c1)c(=O)c(C(=O)N1CCN(c3ccccc3)CC1)cn2C	4.7	0.5	-2.4	-1.1	-0.3	0.9	20.6	-13.2	17.7
NS(=O)(=O)c1ccc(CCNC(=O)COC(=O)CCc2ccccc2)cc1	16.3	-0.1	-4.7	9.3	2.5	-18.7	-12.4	-19.6	-4.0
O=S(=O)(NCCSc1nnnn1-c1ccccc1)c1cccs1	18.2	-0.2	-2.3	6.3	1.1	-12.6	-2.7	7.5	2.5

(next part)
mol	M1 PAM parental	V1R ag counter	CHRM1 agonist	TAAR1 ag	M1 ag parental	OXTR potentiate	CHO-K1 Ca antag	CHO parental Ca	TAAR1 antag
CCC1=NN(C(=O)C(=O)Nc2ccccc2OC)C(O)(C(F)(F)F)C1 (configuration not stated)	6.6	-0.5	-3.5	-3.0	-0.5	3.0	-6.0	-7.6	-4.9
Cn1c(=O)c2cc(S(=O)(=O)NCCC(=O)Nc3ccc(F)cc3F)ccc2n(C)c1=O	16.6	-0.8	-5.2	4.2	2.1	-1.8	-8.0	2.1	5.7
CCN1/C(=C\C=C2\C(=O)N(C)C(=S)N2C)Sc2ccccc21	14.3	0.9	1.6	7.5	0.3	0.7	-1.3	2.7	-8.7
COCCNC(=O)c1c[nH]c2ccc(S(=O)(=O)Nc3ccc(F)cc3F)cc2c1=O	5.3	0.6	-3.4	-0.6	-0.2	-6.6	5.5	-14.1	-9.5
C/C(=N/OC(=O)C1CC1c1ccccc1)c1ccccc1 (configuration not stated)	4.9	-1.2	-4.2	8.3	-0.9	-7.6	-5.2	2.3	6.3
Cc1ccc(CNC(=O)CS(=O)Cc2nc(-c3ccccc3C)oc2C)cc1 (configuration not stated)	12.6	0.2	0.1	-0.7	1.2	1.2	-2.9	-12.4	-4.9
O=C1C2C3C=CC(C3)C2C(=O)N1/N=C/c1cn(Cc2ccc(F)cc2)c2ccccc12 (configuration not stated)	19.1	2.5	-1.6	5.6	2.5	-6.7	-1.1	-27.1	-1.1
COc1ccccc1NC(=O)Cc1nnc(SCC(=O)Nc2nccs2)n1C	20.5	-1.2	-4.8	-4.3	0.4	-11.7	-23.4	7.8	7.7
CC(=O)/C(C#N)=C1\NC(=O)C(Cc2ccc(C)c(Cl)c2)S1 (configuration not stated)	2.7	9.7	2.6	3.6	3.9	-6.1	-3.2	-5.8	-8.1
COc1cc(OC)c(OC)cc1/C=C/C(=O)OCC(=O)Nc1c(C)n(C)n(-c2ccccc2)c1=O	-0.7	/	-3.5	1.8	-0.2	/	-6.3	/	-2.4
CCCC(C)NC(=O)COC(=O)c1cc(Br)c(Br)s1 (configuration not stated)	31.0	1.0	-9.1	20.0	1.6	-5.1	-25.2	-26.5	0.5
Cc1cccc2cc(CN(Cc3ccco3)C(=O)Nc3cccc(C#N)c3)c(Cl)nc12	12.1	3.7	-5.4	2.1	1.8	-7.5	-15.5	9.1	33.3

(further entries)
mol	M1 PAM parental	V1R ag counter	CHRM1 agonist	TAAR1 ag	M1 ag parental	OXTR potentiate	CHO-K1 Ca antag	CHO parental Ca	TAAR1 antag
CCCS/C(N)=N/N=C/c1ccccc1O	6.7	0.2	-1.9	-0.8	0.7	-4.9	0.6	7.8	8.4
COc1ccc(-n2nc(C(=O)NCC(=O)NCC3CCCO3)c3ccccc3c2=O)cc1Cl (configuration not stated)	-10.0	-0.3	-0.4	11.0	2.6	-16.2	-3.5	-23.0	24.1
Cc1nc2ccc(N=NC3=C(O)CC(C)(C)CC3=O)cc2s1	-8.3	0.6	-4.3	4.0	0.1	-0.4	-0.4	-7.5	-14.9
CC(=O)c1c(C(C)=O)c(C)n(NC(=O)c2ccccc2Cl)c1C	1.1	-0.4	-2.4	10.2	0.6	-1.8	0.7	-5.2	6.3
CC1CC(OC(=O)C(O)c2ccccc2)CC(C)(C)N1C (configuration not stated)	14.2	-0.3	-8.5	0.9	0.5	-3.9	-6.5	-9.4	-7.8
NC(=S)N/N=C/c1coc2cc(Cl)ccc2c1=O	13.0	0.5	-4.5	1.0	0.8	-4.1	-2.3	3.9	8.3
Cc1c(C(=O)Nc2ccc3c(c2)OCO3)oc2ccccc12	0.9	-1.3	-1.9	-5.0	-0.5	-4.0	-6.2	-22.2	-4.7
COC(=O)CCCNC(=O)CC1C(=O)NCCN1Cc1ccoc1 (configuration not stated)	5.3	0.0	-6.2	5.8	0.0	-7.0	-1.7	2.2	2.7
O=C(CN1C(=O)NC2(CCCCC2)C1=O)Nc1cccc(S(=O)(=O)N2CCOCC2)c1	3.9	0.2	-2.8	-1.2	-0.5	-5.5	-10.8	-12.0	-19.5
CCN(CC)C(=O)[C@H]1C[C@H](CC(=O)NCCC2=CCCCC2)C(=O)N2CCc3c([nH]c4ccc(Cl)cc34)[C@]12C	16.0	/	-2.1	1.8	0.6	/	-4.3	-16.1	-8.2
C=CCN1C(=O)c2ccc(C(=O)N3CCN(S(=O)(=O)c4cccc(F)c4)CC3)cc2C1=O	9.0	0.1	-5.3	2.3	1.3	-1.7	4.8	-14.8	4.4
CN(C)CCC(=O)N1C/C(=C/c2ccccc2)C(=O)/C(=C\c2ccccc2)C1	22.0	/	-4.3	15.4	4.2	/	-1.9	/	24.7

Entries above containing a cyano group (2):
mol	M1 PAM parental	V1R ag counter	CHRM1 agonist	TAAR1 ag	M1 ag parental	OXTR potentiate	CHO-K1 Ca antag	CHO parental Ca	TAAR1 antag
CC(=O)/C(C#N)=C1\NC(=O)C(Cc2ccc(C)c(Cl)c2)S1 (configuration not stated)	2.7	9.7	2.6	3.6	3.9	-6.1	-3.2	-5.8	-8.1
Cc1cccc2cc(CN(Cc3ccco3)C(=O)Nc3cccc(C#N)c3)c(Cl)nc12	12.1	3.7	-5.4	2.1	1.8	-7.5	-15.5	9.1	33.3

(further entries)
mol	M1 PAM parental	V1R ag counter	CHRM1 agonist	TAAR1 ag	M1 ag parental	OXTR potentiate	CHO-K1 Ca antag	CHO parental Ca	TAAR1 antag
Cc1ccccc1CNS(=O)(=O)c1ccc2c(c1)OCCO2	10.0	1.7	1.6	9.9	3.1	-6.9	-7.7	1.9	-1.0
O=C(Nc1cccc(NC(=O)c2ccc([N+](=O)[O-])o2)c1)c1ccco1	19.7	14.7	3.9	2.5	4.0	-5.4	-5.7	-2.0	20.5
O=C(Nc1ccc(NC(=O)c2ccco2)nc1)c1cccc(F)c1	4.8	4.5	-0.1	19.2	3.4	0.3	-13.3	-17.4	8.3
Cc1cc(C)cc(NC(=O)N2CCCCCCC2)c1	3.6	-0.3	-10.7	1.5	0.1	0.7	-4.3	-5.7	14.9
CC(C)c1ccc(S(=O)(=O)N2CCN(C(=O)CN3C(=O)NC4(CCCCC4)C3=O)CC2)cc1	10.4	1.4	-4.8	1.2	1.3	-4.7	-11.2	-11.2	-8.0
COC(=O)c1sccc1NC(=O)CSc1ccccc1NS(=O)(=O)c1ccccc1Cl	19.2	2.3	0.3	9.9	3.9	-15.6	-5.2	2.4	34.2
CCN1CCCC1CNC(=O)c1cc(OC)c(OC)c(OC)c1 (configuration not stated)	-6.0	-0.7	-3.0	9.7	0.1	-8.7	10.1	-5.0	-6.5
Cn1nnnc1NCc1ccccc1F	-3.0	0.1	-2.7	0.1	0.0	-3.0	5.8	-2.6	-0.3
COc1ccc(C(=O)C[n+]2ccc(N(C)C)cc2)cc1	8.2	3.1	-7.6	2.7	0.7	0.0	-9.6	-15.4	-22.2
O=C(Cn1cnc2c(OCc3ccccc3)ncnc21)NCc1ccc2[nH]ccc2c1	-14.1	1.1	11.0	2.0	0.8	0.2	13.8	1.3	-11.8
